# Bioassay records from PubChem BioAssay.
# GSIS activator: GLuc luminescence reporter in INS-1E cells, primary screen for activators of glucose-dependent secretion of insulin; INS-1E GLuc reporter insulin secretion, 2-3 h; activation, % at 16.6 µM; actives 0.61% (n = 370,000); AID 743287, 2014;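 active means lowest replicate activation of at least 40%, so every replicate reaches that level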;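 further: 0% = median of neutral control wells and 100% = median of IBMX positive control wells; some compounds called inactive have numbers as strong as hits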
# PGC1a acetyl inh: inhibitors of PGC1a acetylation signal, primary screen, cell-based, U2OS, AlphaScreen, inhibitor mode | AlphaScreen anti-acetyl-lysine; with virally co-expressed GCN5 acetyltransferase | actives 0.17% (n = 350,000) | inhibition, % at 15.6 µM | AID 651687, 2012;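 active means every replicate shows inhibition of at least 40%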;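 further: 0% = neutral control wells and 100% = positive control wells; some results beyond the cut were filed as inactive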
# Statin myotox sup: suppressors of statin myotoxicity in C2C12 myotubes, primary screen, cell-based, single point, plate reader | C2C12 myotubes + simvastatin, ATP luminescence, 48 h; scaled: DMSO 0, geranylgeraniol control 100 | rescue of ATP level, % at 7.49 µM | actives 0.78% (n = 330,000);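 active means mean ATP rescue above about 67%, or every replicate alone reaching that limit, limit read from the data, passing the limit was not always enough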;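 further: myotubes were challenged with 10 µM simvastatin during compound exposure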
# ARNT TACC3 PPI: disruptors of ARNT/TACC3 protein interaction, primary screen, biochemical, AlphaScreen, single concentration | AlphaScreen His-ARNT PAS-B/GST-TACC3 binding, luminescence; TACC3 fragment carries E629A point mutation | inhibition, % at 9.99 µM | actives 0.66% (n = 390,000);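 active means mean inhibition of replicates at least 50% and at least half of replicates each reaching 50%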;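 further: 0% = complete ARNT plus TACC3 wells and 100% = ARNT alone without TACC3; many hits fall short of the cut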
# PglD inh: C. jejuni PglD acetyltransferase inhibitors, primary screen, biochemical, DTNB colorimetric, single point; UDP-N-acetylbacillosamine N-acetyltransferase PglD (Campylobacter jejuni); purified PglD enzyme, DTNB colorimetric CoA detection; inhibition, % at 12.5 µM; actives 0.098% (n = 360,000); AID 602405, 2012; in the data active means inhibition above about 16%, passing the limit was not always enough; further: strong numbers were not always called active
# Cneo AK release: Cryptococcus neoformans cell lysis inducers, primary screen, AK release luminescence, single concentration | actives 0.2% (n = 360,000) | C. neoformans lysis, adenylate kinase release luminescence, 4 h; normalised: neutral wells 0, clomiphene wells 100 | lysis activity, % at 15 µM;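 active means mean lysis activity across replicates of at least 80%, whatever share of replicates individually reach that level; inactive means mean lysis activity below 80%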
#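 Material – log-phase Cryptococcus neoformans yeast cells · Input – 5 × 10^6 yeast cells/mL · Medium – fresh YPD growth medium · Doses – single compound concentration per well · Timing – static 4 h at 37 °C with compound, 1 h detection · Detection – adenylate kinase release luminescence · Read-out – signal increase indicating cell lysis · Control set – Clomiphene as positive lysis control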
# PAX8 inh HTS: inhibitors of PAX8-driven TPO luciferase reporter, primary screen, RMG-I cells, single concentration. SteadyGlo, 24 h. inhibition, % at 12.6 µM. actives 1.2% (n = 360,000). AID 652154, 2013;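 active means mean replicate inhibition at least 60% with every replicate also reaching 60%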;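 further: luciferase light reporting Pax8 driven TPO promoter activity; plate controls were median of neutral control wells for no effect and mitoxantrone controls for full effect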
# LGR2 antag: inhibitors of bursicon-induced LGR2 CRE-luciferase signal, primary screen, cell-based, HEK293, CRE-luciferase reporter, bursicon stimulation. Drosophila bursicon receptor LGR2 (rickets). inhibition, % at 9.99 µM. bursicon-stimulated, 4 h. actives 0.35% (n = 380,000). AID 720647, 2013;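 active means drop in luminescence signal, shown as inhibition above about 50% in the replicate tests, limit read from the data, passing the limit was not always enough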;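 further: agonist challenge used bursicon conditioned medium at about half maximal strength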
# Numbers without * were called inactive; / = no result given; & = joins results of further samples. The list is partial, so the mix of outcomes need not match the whole.
SMILES,GSIS activator,PGC1a acetyl inh,Statin myotox sup,ARNT TACC3 PPI,PglD inh,Cneo AK release,PAX8 inh HTS,LGR2 antag
COC1=CC=C2[C@H]3Cc4ccc(OC)c5c4[C@@]2(CCN3C)C1O5 (some centres not stated),8,21,1,-3,-3,-1,/,14
Cc1ncc(CN2CCCC(C(=O)c3sccc3C)C2)s1 (configuration not stated),-4,5,/,1,/,/,3,18
Cc1cccc(-n2c(/C=C/c3ccccn3)nc3ccccc3c2=O)c1,5,9,-7,2,1,-1,19,10
O=S1(=O)CC2(N3CCOCC3)CCCCC21 (configuration not stated),-1,12,11,-2,0,-3,/,-16
COC(=O)[C@H]1[C@H](CO)[C@H]2Cn3c(ccc(-c4ccc(F)cc4)c3=O)[C@@H]1N2Cc1cccnc1,8,/,-1,-2,5,2,/,6
COc1ccc(SCC2CN(C)CCC2c2ccc(F)cc2)cc1 (configuration not stated),-29,/,/,35,/,/,3,-7
Cc1ccc(/C=C2/C(=O)NC(=O)N(C)C2=O)cc1,-3,/,/,-4,-11,-2,-2,-31
COC(=O)C1=C(c2ccc(F)cc2OCc2ccccc2)C[C@@H]2CC[C@H]1N2C(=O)NCCCOC(C)C,-14,-30,-18,1,-1,4,13,6
COC(=O)c1cccc(N=Cc2c(O)n(Cc3ccc(F)cc3)c(=O)[nH]c2=O)c1,-3,3,/,/,-2,0,-16,-6
Cn1c(O)c(Cc2cccc(Cl)c2Cl)c(=O)n(C)c1=O,4,4,5,13,-5,-4,4,-7
Cc1cccc(C(=O)Nc2ccc3c(c2)CC2(C(=O)N(C)C(=O)N(C)C2=O)C2CCCN32)c1 (configuration not stated),/,7,-5,-16,3,-1,/,/
COc1cc(C)c(-c2nc(CN3C[C@@H]4C[C@@H](C3)c3cccc(=O)n3C4)c(C)o2)cc1C,-22,1,-2,4,-7,1,10,0
CC/C(=N\Nc1ccccc1)c1c(O)n(-c2ccc(OC)cc2)c(=O)[nH]c1=O,-7,0,/,-1,/,/,1,-14
N#Cc1cccc(-c2ccc([C@H]3[C@H]4CN(C(=O)Cc5cccnc5)CCCCN4[C@H]3CO)cc2)c1,-2,6,-23,-4,5,1,12,-20
CN(C)CCc1nn[nH]n1,12,-7,6,-4,1,0,/,-1

# Quoted at random: three records from the list, in no set order.
SMILES,GSIS activator,PGC1a acetyl inh,Statin myotox sup,ARNT TACC3 PPI,PglD inh,Cneo AK release,PAX8 inh HTS,LGR2 antag
N#Cc1cccc(-c2ccc([C@H]3[C@H]4CN(C(=O)Cc5cccnc5)CCCCN4[C@H]3CO)cc2)c1,-2,6,-23,-4,5,1,12,-20
COc1ccc(SCC2CN(C)CCC2c2ccc(F)cc2)cc1 (configuration not stated),-29,/,/,35,/,/,3,-7
CN(C)CCc1nn[nH]n1,12,-7,6,-4,1,0,/,-1

# (cont.)
SMILES,GSIS activator,PGC1a acetyl inh,Statin myotox sup,ARNT TACC3 PPI,PglD inh,Cneo AK release,PAX8 inh HTS,LGR2 antag
CN(C)CCN(C(=O)COc1ccc(Cl)cc1)c1nc2cc3c(cc2s1)OCO3,6,6,-21,34,3,-2,-10,5
COc1cc(CNCCc2ccc3c(c2)OCO3)cc(OC)c1OC,10,/,/,-1,/,/,11,-1
CC(=O)n1cc(C=C2C(=O)NC(=O)NC2=O)c2ccccc21,-8,/,15,2,-2,0,12,16
O=C(O)CP(=O)(O)c1ccc(Cl)cc1,/,10,-5,7,-7,0,/,/
Cn1c(O)c(C(c2ccccn2)c2c(O)n(C)c(=S)[nH]c2=O)c(=O)[nH]c1=S,/,1,-6,7,-5,6,/,/
Clc1ccc(CNCCc2ccc3c(c2)OCO3)cc1,48,-1,0,1,7,-5,5,-14
Cc1ccc2c(c1)=NC(=O)/C(=C/c1c(O)[nH]c(=O)[nH]c1=O)C=2,16,-2,0,10,-4,-1,23,-6
CNC(=O)OCc1n(C)cc[n+]1C,2,/,/,-1,/,/,6,-5
C=Cn1ccnc1P(=S)(c1ccc(Cl)cc1)c1nccn1C=C,-7,-3,6,-2,0,4,-38,-11
CCOC(=O)C1C(=O)N(C)C2(C)CC1c1cc(OC)ccc1O2 (configuration not stated),/,-6,12,1,0,-4,/,/
O=C1NCN(c2ccccc2)C12CCN(C(c1ccccc1OC(F)(F)F)c1nnnn1C1CCCCC1)CC2 (configuration not stated),17,-24,-3,/,8,0,0,-3
O=c1[nH]c2c(c(=O)n1C1CCCCC1)CCC2,11,10,45,2,-3,1,/,29
Cc1cccc(-n2c(-c3ccc([N+](=O)[O-])cc3)nc3ccccc3c2=O)c1,4,6,6,26,/,/,-6,-27
Cc1ccc(C(=O)C2CN(C)CC2C(=O)c2ccc(C)cc2)cc1 (configuration not stated),/,7,-5,13,0,8,/,/
OC1/C(=C/c2ccccc2C(F)(F)F)N2CCC1CC2 (configuration not stated),-4,6,/,3,/,/,-9,2
Cc1cccc(CC(c2cccc(C)c2)N(C)C)c1 (configuration not stated),4,-6,-1,8,2,1,8,-22
C[C@H](CO)N1C[C@H](C)[C@H](CN(C)C(=O)Oc2cccc3ccccc23)OCc2cnnn2CCCC1=O,26&3,8&-2&4,18&-4&14,-4&-6,-1&1,0&-18,-3&10,23&10
CN1[C@@H]2CCC[C@H]1CC(=O)C2,16,-8,-4,-3,-3,1,-10,-6
Cc1ccc(C(=O)n2cc(CCN3CCS(=O)(=O)CC3)c3ccccc32)cc1,/,17,3,-1,-2,0,/,/
O=C(COc1ccccc1)c1cn(Cc2ccccc2)c2ccccc12,-20,/,/,18,/,/,-13,33
COC(=O)C1=C(c2cccc(OC)c2OC)C[C@@H]2CC[C@H]1N2C(=O)NCc1ccc(C(F)(F)F)cc1,-13,/,16,/,-8,0,-1,2
CN(C(=O)CNC(=O)OCc1ccccc1)c1ccc(Br)cc1C(=O)c1ccccc1Cl,-35,/,/,0,/,/,34,-1
Cc1ccc(-n2c(C)cc(/C=C3\C(=O)NC(=O)N(C)C3=O)c2C)cc1C,-1,/,/,1,/,/,12,0
CCN(CC)P(=O)(NC(=O)c1cccn1C)N(CC)CC,39,4,/,-1,/,/,1,13
COc1ccc(C=C2C(=O)N(C)C(=O)N(C)C2=O)cc1CSc1ccccn1,/,5,/,-7,1,-1,/,/
CCCCCCn1c(=O)c(C(=O)Nc2cnccn2)c(O)c2ccccc21,3,/,/,20,/,/,11,8
C/C(Cl)=C/CC1(CN2CCCC2=O)C(=O)NC(=O)NC1=O,/,0,13,-2,-6,2,/,/
COc1ccc(C#Cc2ccc([C@H]3[C@H]4CN(C(=O)Cc5ccccc5)CCCCN4[C@H]3CO)cc2)cc1,9,-2,-13,-5,-1,45,1,4
Cc1ccnc(NS(=O)(=O)c2ccc(N=Cc3c(O)n(C)c(=O)n(C)c3=O)cc2)n1,-6,5,/,-10,/,/,-2,12
O=c1[nH]c(=O)n(CCC2=CCCCC2)c(O)c1/C=N/Nc1cccc2ccccc12,13,-1,/,-6,/,/,26,-4
O=C(CN1CC=C(c2ccccc2)CC1)Nc1cc(Cl)ccc1Cl,5,/,/,-1,/,/,16,-10
C[C@]12CCC(=O)C=C1CCC1C2CC[C@@]2(C)C1CC[C@@]2(O)CC#N (some centres not stated),/,2,-7,-2,2,1,/,/
O=C(Nc1ccc(F)c([N+](=O)[O-])c1)N1C[C@H]2C[C@@H](C1)c1cccc(=O)n1C2,13,7,9,-13,-2,1,12,1
Cc1ccc(O)c(C(=O)c2cc(C(=O)NCCC(C)C)c(=O)n(CCC(C)C)c2)c1,-10,-4,/,-1,/,/,27,28
COc1cc(CNCCc2c[nH]c3ccccc23)cc(OC)c1,-6,3,-7,6,-2,3,15,2
Cc1cc(OCC(=O)N[C@H](C(=O)O)c2ccccc2)c2c3c(c(=O)oc2c1)CCC3,8,0,4,20,3,0,/,-3
O=c1cc(CN2CCNCC2)nc2sccn12,1,-2,4,-7,-1,1,-1,4
CCCCc1nc(N2CCNCC2)c(C#N)c2c1CSC(C)(C)C2,/,20,0,6,1,3,8,/
C/C(=N\Nc1ccccc1)c1c(O)n(Cc2ccccc2)c(=O)[nH]c1=O,0,/,/,1,/,/,-12,-3
O=c1[nH]c(=O)n(-c2ccc(F)cc2)c(O)c1C=NCCN1CCCCC1,-1,4,-1,-1,/,/,-4,-6
COc1ccc(-c2ccc3c(c2)CN(CC(C)C)Cc2cnnn2-3)cc1,4,-15,8,/,-3,-1,2,-4
CC(C)(C)C(=O)OC[N+](C)(C)CCOC(=O)C(O)(c1ccccc1)C1CCCC1 (configuration not stated),-3,/,/,-5,/,/,4,12
CC(=O)c1ccc(OC(C)C)c(Cc2c(O)[nH]c(=S)[nH]c2=O)c1,-4,/,/,-15,/,/,26,20
C[C@]12CC[C@H](OC(=O)CCC(=O)O)CC1=CCC1C2CC[C@@]2(C)C1CC[C@@H]2OC(=O)CCC(=O)O (some centres not stated),/,0,2,2,-5,3,-2,/
CCCOC(=O)c1c(N)n(Cc2cccs2)c2nc3ccccc3nc12,/,8,/,-11,9,-1,2,/
Cc1ccc2c(c1)C1CN(C)CCC1N2C(=O)c1cccnc1Cl (configuration not stated),10,-3,1,-8,/,/,21,-3
CCCCn1c(O)c(C(C)=Nc2ccc(C(=O)O)cc2)c(=O)[nH]c1=O,/,4,-4,-1,-8,0,9,/
CCCNC(=O)N1[C@H]2CC[C@@H]1C(C(=O)OC)=C(c1c(C)noc1C)C2,/,-11,-3,-5,0,0,-10,2
COc1ccc(C(c2nnnn2C2CCCC2)N2CCC3(CC2)C(=O)NCN3c2ccccc2)cc1 (configuration not stated),-11,7,2,/,7,2,-21,5
O=C1CNC[C@H]2[C@H](c3ccc(Br)cc3)[C@@H](CO)N12,5,-7,/,/,/,/,-15,0
CC(C)S(=O)(=O)N1Cc2ccccc2-n2nncc2C1,38,-7,3,/,-1,3,-30,12
CC1(C)CC(=O)c2cc(OCC(=O)N3CCN(Cc4ccccc4)CC3)ccc2O1,6,-11,/,-18,/,/,-20,16
Cc1cccc(N2CCN(Cc3ccc4c(c3)OCO4)CC2)c1C,-19,-2,17,6,3,0,21,5
O=C(c1ccccc1F)N1C[C@H]2C[C@@H](C1)c1cccc(=O)n1C2,-3,-6,2,-4,9,-2,/,-6
COC(=O)C1=C(c2ccc(-c3ccccc3)c(F)c2)C[C@@H]2CC[C@H]1N2C(=O)NCc1ccc(F)cc1,-4,-13,11,-11,-6,3,18,4
CCOC(=O)C1=C(C)OC(N)=C(C(=O)OCC)[C@@]12C(=O)N(CC(N)=O)c1ccccc12,/,-6,98*,-3&4,4&-15,8&1,/,/
Cc1cc(C)c2c(c1)NP(=S)(c1ccccc1)N2 (configuration not stated),-2,21,9,4,-7,-1,-29,5
CCC(=NCC1CCCO1)c1c(O)[nH]c(=O)[nH]c1=O (configuration not stated),17,-8,19,-3,-7,-2,/,1
Cc1c(Oc2cc(NN3CCCCC3)c([N+](=O)[O-])cc2[N+](=O)[O-])cccc1[N+](=O)[O-],/,9,-14,0,-5,1,11,5
Cc1ccc(N2C(=O)NC(=O)C(CCc3ccccn3)(Cc3cccc(Cl)c3Cl)C2=O)cc1 (configuration not stated),7,4,/,2,-5,2,-2,-7
